Bioassay records deposited in PubChem BioAssay by Sanford-Burnham Center for Chemical Genomics.
MPTP inh: mitochondrial permeability transition pore inhibitors, primary screen, biochemical, isolated mouse mitochondria, absorbance; Ca2+ swelling absorbance, 30 min; inhibition, % at 10 µM; 360,000 compounds, 1.4% hits;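 active means inhibition of 50% or more, scaled per plate between neutral and stimulator controls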;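 further: 0% = DMSO wells given calcium and 100% = 1 mM EGTA wells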
NR3A LBD binder: binders of NR3A ligand-binding domain, primary screen, biophysical, differential scanning fluorimetry, uHTS; 340,000 compounds, 2.5% hits; Tm shift relative to glycine control, % at 25 µM; NR3A LBD differential scanning fluorimetry, Tm shift; 0% = protein alone, 100% = glycine-bound protein;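 active means melting temperature shift of at least 10% of the positive control shift, at one fixed dose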
A3A deaminase: APOBEC3A ssDNA deaminase inhibitors, primary screen, selectivity assay for APOBEC3G inhibitor project, biochemical, FAM/TAMRA oligo cleavage fluorescence | 330,000 compounds, 0.41% hits | recombinant A3A, FAM/TAMRA ssDNA deamination fluorescence | inhibition, % at 20 µM | AID 493011, 2011 | DNA dC->dU-editing enzyme APOBEC-3A (Homo sapiens), P31941;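 active means at least 40% inhibition at 20 µM here, with at most 30% in a related deaminase screen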;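 further: plate controls were A3A with DMSO for no effect and wells lacking A3A enzyme for full effect; some results filed as inactive read as strong as hits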
Target sequence (P31941 whole entry, looked up): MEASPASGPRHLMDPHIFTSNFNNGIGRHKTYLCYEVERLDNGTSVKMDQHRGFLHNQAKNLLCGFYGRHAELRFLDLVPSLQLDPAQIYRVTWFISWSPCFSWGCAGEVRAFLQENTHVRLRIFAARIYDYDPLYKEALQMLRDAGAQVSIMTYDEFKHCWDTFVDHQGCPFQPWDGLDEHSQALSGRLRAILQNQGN
APOBEC3G inh: APOBEC3G DNA deaminase inhibitors, primary screen, biochemical, fluorescence, single-stranded DNA substrate, uHTS. DNA dC->dU-editing enzyme APOBEC-3G (Homo sapiens), Q9HC16. recombinant A3G, ssDNA deamination FAM/TAMRA fluorescence. inhibition, % at 20 µM. 330,000 compounds, 0.28% hits;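 active means inhibition of at least 40% at 20 µM, with no more than 30% in the related APOBEC3A deaminase screen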;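 further: plate controls were DMSO wells with A3G for no effect and wells lacking A3G enzyme for full effect; some compounds called inactive have numbers as strong as hits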
Target sequence (Q9HC16 whole entry, looked up): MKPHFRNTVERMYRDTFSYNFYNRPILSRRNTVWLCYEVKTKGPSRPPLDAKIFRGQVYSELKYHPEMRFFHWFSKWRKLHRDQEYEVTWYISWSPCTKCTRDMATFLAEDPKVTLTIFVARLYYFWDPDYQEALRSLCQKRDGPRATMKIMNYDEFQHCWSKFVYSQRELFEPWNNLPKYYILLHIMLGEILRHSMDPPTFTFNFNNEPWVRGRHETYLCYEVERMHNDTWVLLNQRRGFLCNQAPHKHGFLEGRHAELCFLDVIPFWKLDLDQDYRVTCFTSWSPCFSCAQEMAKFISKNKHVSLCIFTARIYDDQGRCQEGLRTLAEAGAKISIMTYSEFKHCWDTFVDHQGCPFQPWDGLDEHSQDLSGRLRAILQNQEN
hIAP block: human IAP inhibitors, primary screen, biochemical, luminescence, uHTS | inhibition, % at 10 µM | AID 2544, 2010 | Intestinal-type alkaline phosphatase (Homo sapiens), P09923 | 330,000 compounds, 0.12% hits | purified IAP, CDP-Star luminescence, 30 min;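 active means inhibition reaching a set limit with compound at 10 µM in the primary screen, cut at about 35% in these data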;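 further: plate controls were DMSO wells with enzyme for no effect and no-enzyme buffer wells for full effect; values of inactives mirror those of a sister screen read the other way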
hIAP act: human IAP activators, primary screen, biochemical, luminescence, uHTS; Intestinal-type alkaline phosphatase (Homo sapiens), P09923; purified human IAP, CDP-Star luminescence, 30 min; hits give high values; 1 = vehicle-only enzyme, 0 = enzyme-free background; activation factor at 10 µM; 330,000 compounds, 0.16% hits; AID 2524, 2010;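 active means activation factor of the enzyme at least 2-fold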; further: the source names both 10 and 20 µM as test concentration; values of inactives mirror those of a sister screen read the other way
MIN6 prolif: inducers of MIN6 beta-cell proliferation, primary screen, ATP luminescence, uHTS. MIN6 cells proliferation, ATPlite luminescence, 48 h; cells starved in 0.2% serum; 100% = growth in 10% serum. 330,000 compounds, 0.29% hits. proliferation, % at 10 µM. AID 2380, 2010;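 active means compounds whose signal lies at least 3.5 SD above the mean of all wells on their plate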;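 further: 0% = DMSO-treated cells in low-serum medium and 100% = 10% serum control; some compounds called inactive have numbers as strong as hits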
mIAP act: activators of mouse IAP, primary screen, biochemical, luminescence, uHTS; muIAP, CDP-Star luminescence, 30 min; hits give high values; 1 = vehicle-only enzyme signal, 0 = enzyme-free wells; 330,000 compounds, 0.24% hits; activation factor at 10 µM; intestinal alkaline phosphatase [Mus musculus];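 active means activation factor of at least 2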; further: the source names both 10 and 20 µM as test concentration; values of inactives mirror those of a sister screen read the other way
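System: mouse IAP enzyme. Reagent: CDP-Star chemiluminescent phosphatase substrate. Benchmarks: DMSO wells, no-enzyme wells. Times: 30 min enzyme-substrate-compound incubation at room temperature. Detection: luminescence from enzymatic CDP-Star hydrolysis. Doses: test compounds delivered from DMSO solution.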
mIAP block: inhibitors of mouse IAP, primary screen, biochemical, luminescence, uHTS; intestinal alkaline phosphatase [Mus musculus]; purified mouse IAP, CDP-Star luminescence, 30 min; inhibition, % at 10 µM; 330,000 compounds, 0.2% hits; AID 2806, 2010;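 active means inhibition of at least 40% at 10 µM in the primary screen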;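 further: plate controls were DMSO with enzyme for no effect and no enzyme wells for full effect; values of inactives mirror those of a sister screen read the other way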
An asterisk follows results filed as active; · = no result given.

SMILES	MPTP inh	NR3A LBD binder	A3A deaminase	APOBEC3G inh	hIAP block	hIAP act	MIN6 prolif	mIAP act	mIAP block
COc1cc2[nH]c(=O)n(CCCCCC(=O)N3CC=C(c4ccccc4)CC3)c(=O)c2cc1OC	7.6	-11	4	2	13	0.87	-2	1	-2
CCN(CC)CCN(Cc1cc2cc3c(cc2[nH]c1=O)OCO3)C(=S)NCc1ccco1	-0.8	-4	6	13	-9	1.1	1	0.76	24
COc1ccc(-c2cc(C(=O)NC(C(=O)O)C(C)C)c(C)o2)cc1OC (stereo unspecified)	-0.3	1	-1	0	1	0.99	-1	0.94	6
COc1ccccc1NC(=O)Nc1nc(CC(=O)N2CCN(c3ccccc3)CC2)cs1	-0.3	-1	-4	-6	0	1	-4	1.1	-5
COc1cc(CNCc2ccc(SC)cc2)cc(OC)c1	56*	1	6	-11	-7	1.1	-1	1.1	-5
Cc1ccc(-c2cc(C(=O)OCC(=O)Nc3cc(C)on3)c3ccccc3n2)c(C)c1	-0.2	-1	0	1	12	0.88	0	0.96	4
Cc1cc(/C=C2\SC(=S)NC2=O)c(C)n1-c1cccc(O)c1	4.9	2	22	17	12	0.88	-5	0.24	76*
O=C(CCl)Nc1cccc(CP(=O)(c2ccccc2)c2ccccc2)c1	0.7	0	-2	-8	4	0.96	-6	0.93	7
CC1(C)CC(=O)C(C(=O)c2ccccc2)C(=O)C1	-1.9	2	-4	-13	-4	1	-1	1	-5
O=C(O)CCC(=O)N1N=C(c2cccs2)CC1c1cccc([N+](=O)[O-])c1 (stereo unspecified)	0.3	0	1	-2	-11	1.1	-4	1.1	-8
Cc1c(NC(=O)CN2C(=O)c3cccc4cccc2c34)c(=O)n(-c2ccccc2)n1C	0.3	1	4	4	7	0.93	-2	1	-2
CC1CN(C(=O)CCNC(=O)c2ccccc2Cl)CC(C)O1 (stereo unspecified)	1.2	1	-6	-6	-4	1	0	1	-2
O=C(CN1C(=O)c2ccccc2C1=O)Oc1ccc(F)cc1	·	·	1	-5	1	0.99	-2	1	-4
O=C(/C=C/c1ccco1)NC(=S)Nc1ccccc1Br	1.0	-1	-3	-4	2	0.98	-3	0.94	6
CN(C)c1ccc(NC(=O)C[n+]2ccccc2)cc1	0.6	-1	-5	-7	4	0.96	-3	1	-2
O=C(O)Cn1c(SCc2ccccc2)nc2ccccc21	-0.9	-1	-4	-11	13	0.87	-3	0.94	6
O=C(NCc1cccnc1)c1cc(-c2cccs2)on1	-1.5	0	1	0	11	0.89	-5	0.99	1
COc1cccc(N2CCN(C(=S)Nc3ccc(C)cc3C)CC2)c1	-0.5	-3	16	-7	-11	1.1	-1	1	-1
O=C1CN(c2nc(-c3cccnc3)nc3scc(-c4ccccc4)c23)CCN1	-3.1	-1	1	-12	0	1	0	1	0
CC(C)NC(=S)NNc1nc2ccccc2s1	-0.9	2	2	38	-26	1.3	-5	0.95	5
COC(=O)CSc1nnc(C)n1-c1ccc(C)cc1	0.2	0	-2	-3	-4	1	-3	0.99	1
CN(C)c1ccc(N/C=C/C(=O)c2ccccc2)cc1	1.0	-17	2	2	13	0.87	-5	0.95	5
Cn1nc(C(F)(F)F)cc1C(=O)O	1.2	2	0	1	-96	2	0	1.1	-9
CCCCn1nc2cc(C(=O)NCc3cc(C(F)(F)F)cc(C(F)(F)F)c3)ccc2c1OCC	2.2	-4	-1	-9	-1	1	-3	1.1	-11
C#CCOCCOCCOCCNc1nc(N2CCN(C(=O)CCCCCCCCCCNC(=O)Cn3cc(CCCCCN)nn3)CC2)nc(N2CCN(C(=O)CCCCCCCCCCNC(=O)Cn3cc(CCCCCN)nn3)CC2)n1	-7.9	5	-10	-8	9	0.91	-3	1.8	-77
CC(C)Cc1nnc(NC(=O)Cc2cccs2)s1	-0.8	-8	12	-2	8	0.92	-3	1	-1
Cc1ccc(C(O)P(=O)(OC(C)C)c2ccc(N(C)C)cc2)cc1 (stereo unspecified)	2.6	1	-3	-3	-2	1	1	1.1	-10
Cc1ccc(C)c(OCCC(=O)OCC(=O)Nc2cccc(S(=O)(=O)N3CCCC3)c2)c1	-1.7	-1	7	9	-12	1.1	-3	1.3	-26
OCCC1CN(Cc2ccc(Oc3ncccn3)cc2)CCN1Cc1ccc(F)c(F)c1 (stereo unspecified)	0.0	1	-12	-10	-12	1.1	-3	1	-3
COc1nonc1NCn1nc(C)cc1C	-0.5	0	-3	-3	2	0.98	1	1	-4
COc1ccc(C(C(=O)NC(C)(C)C)N(CCc2ccccc2)C(=O)CCC(=O)Nc2cc(C)on2)cc1 (stereo unspecified)	2.0	-3	0	-2	1	0.99	0	0.98	2
O=C(COc1coc(CN2CCN(c3ccccc3)CC2)cc1=O)N1CCc2ccccc21	-0.8	1	-4	3	-36	1.4	-2	1	-1
O=C(c1nc2ccccc2s1)N1CCSCC1	2.2	0	-1	-4	1	0.99	0	0.96	4
Cc1ccc(NC(=O)c2cc(S(=O)(=O)N3CCCC3)cn2C)cc1	-1.6	0	-3	-3	7	0.93	0	1.1	-10
CC(NC(=O)COc1ccccc1)C(=O)N1CCN(c2ccccc2)CC1 (stereo unspecified)	0.9	3	0	-5	14	0.86	-1	1	0
Cc1cccc(N(O)C(=O)Nc2cccc(Cl)c2)c1	64*	-6	-4	-21	-16	1.2	-1	1.3	-32
CCO[C@@H]1OC(C(=O)N2CCN(C)CC2)=C[C@H](c2csc3ccccc23)[C@H]1CCCO	0.3	-1	-2	-4	0	1	-2	1	-1
Cc1ccc(S(=O)(=O)N2CCN(C(=O)COc3ccc(-c4nnco4)cc3)CC2)cc1	0.2	1	3	-3	-5	1.1	0	1	0
CN(Cc1ncc[nH]1)C(=O)CC1C(=O)NCCN1Cc1c(F)cccc1Cl (stereo unspecified)	0.2	-2	-1	-7	2	0.98	0	1	-3
O=C(NC1CCN(C(=O)Nc2cccc(F)c2)CC1)C1CCCCC1	-1.0	-1	-1	1	6	0.94	2	1.1	-8
O=C(NC1=NCCS1)c1ccc(Br)s1	-0.8	-3	-2	-8	26	0.73	1	0.96	4
O=C(N/N=C/c1cccc([N+](=O)[O-])c1)C1CC(=O)N(c2ccc(F)cc2)C1 (stereo unspecified)	-11	7	3	-5	13	0.87	-3	0.89	11
CCC1CCCCN1S(=O)(=O)c1ccc(C(=O)Nc2nnc(C3CC3)o2)cc1 (stereo unspecified)	-3.6	-1	-5	-8	-30	1.3	-5	0.9	10
COc1ccc(Cc2nc(-c3cccs3)no2)cc1	2.5	0	-3	-3	10	0.9	-3	0.95	5
O=C(COc1ccccc1)Nc1ccc(C(=O)N2CCCC2)cc1	0.1	1	1	-2	19	0.81	-5	0.97	3

Of the compounds above, four contain a Cl atom:
SMILES	MPTP inh	NR3A LBD binder	A3A deaminase	APOBEC3G inh	hIAP block	hIAP act	MIN6 prolif	mIAP act	mIAP block
O=C(CCl)Nc1cccc(CP(=O)(c2ccccc2)c2ccccc2)c1	0.7	0	-2	-8	4	0.96	-6	0.93	7
CC1CN(C(=O)CCNC(=O)c2ccccc2Cl)CC(C)O1 (stereo unspecified)	1.2	1	-6	-6	-4	1	0	1	-2
Cc1cccc(N(O)C(=O)Nc2cccc(Cl)c2)c1	64*	-6	-4	-21	-16	1.2	-1	1.3	-32
CN(Cc1ncc[nH]1)C(=O)CC1C(=O)NCCN1Cc1c(F)cccc1Cl (stereo unspecified)	0.2	-2	-1	-7	2	0.98	0	1	-3

New compounds follow
SMILES	MPTP inh	NR3A LBD binder	A3A deaminase	APOBEC3G inh	hIAP block	hIAP act	MIN6 prolif	mIAP act	mIAP block
CC(=O)c1ccc(N2CCN(C(=O)c3ccc4nc[nH]c4c3)CC2)cc1	0.0	0	-2	-4	-22	1.2	0	0.98	2
O=C1COc2ccc(C(=O)COC(=O)Cc3ccsc3)cc2N1	-1.0	-6	-2	10	4	0.96	-2	0.94	6
CCOc1ccc(C(=O)CCC(=O)NCC(=O)Nc2c(C)cccc2C)cc1	0.3	-3	0	-9	2	0.98	-5	1.1	-10
CCN(CC)C(=O)CSC1c2ccccc2C(=O)N1c1ccccc1 (stereo unspecified)	-1.4	2	3	2	5	0.95	0	1	-2
COc1ccc2cc(C(=O)Nc3ccc(Cl)cc3)sc(=O)c2c1OC	20	22*	-2	-2	-6	1.1	3	0.88	12
COc1ccc(CC(=O)N/N=C(\C)c2cccs2)cc1	0.3	1	-7	-4	-10	1.1	-2	1	-2
CCCCOc1ccc(C(=O)Nn2c(-c3cccs3)nc3ccccc3c2=O)cc1	6.4	-4	-3	-8	-1	1	-1	1	-4
COC(=O)c1sc(SC)c(S(=O)(=O)C(C)C)c1N	2.4	-1	0	-4	11	0.89	-3	1	-2
CC(C)NC(=O)NC(=O)COC(=O)/C=C/c1ccccc1[N+](=O)[O-]	0.9	-1	17	12	5	0.95	1	1	0
COc1ccc(OC)c(CN2CCN(CCCc3ccccc3)C(CCO)C2)c1 (stereo unspecified)	0.3	1	0	-2	-25	1.2	0	1	-1
CCCCSc1[nH]c(=O)c(C(=O)OCC)cc1C#N	5.7	-1	-4	-1	0	1	-3	0.92	8
CC1CCN(C(=O)c2ccc(S(=O)(=O)Cc3ccccc3F)c([N+](=O)[O-])c2)CC1	-1.1	-2	2	4	-3	1	-3	1	-2
Cc1ccc(NC(=O)CCCCCN2C(=O)[C@@H]3Cc4ccccc4CN3C2=O)cc1	-2.5	1	-5	-4	-9	1.1	0	0.98	2
c1ccc2c(c1)CCCn1nnnc1-2	0.1	1	-2	-4	-5	1.1	-1	0.98	2
C[C@@H]1CC[C@@]23COC(=O)C2=CCC[C@@H]3[C@@]1(C)CC/C(=C/CO)CO	-0.4	1	2	-6	31	0.69	-4	0.97	2

Some entries already given, reduced to mIAP act, hIAP act and hIAP block.
| canonical_smiles | mIAP act | hIAP act | hIAP block |
| --- | --- | --- | --- |
| COC(=O)c1sc(SC)c(S(=O)(=O)C(C)C)c1N | 1 | 0.89 | 11 |
| CC(C)NC(=O)NC(=O)COC(=O)/C=C/c1ccccc1[N+](=O)[O-] | 1 | 0.95 | 5 |
| COc1ccc(OC)c(CN2CCN(CCCc3ccccc3)C(CCO)C2)c1 (stereo unspecified) | 1 | 1.2 | -25 |
